APEX1 inh = inhibitors of human APE1 endonuclease | P27695 | recombinant APE1, TAMRA/BHQ-2 abasic DNA cleavage fluorescence | Potency, µM (highest dose often 65.8 µM), for inactives: at the top dose activity change, negative = inhibition, actives largely listed as inhibitors | hit rate 0.35% among 350,000 | AID 2517;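 also: potency is read from the fitted curve at half-maximal effect; plate controls were vehicle for no effect and reference inhibitor for full effect; nearly all actives have a fitted effect of over 55% in size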
Target sequence (P27695 whole entry, looked up): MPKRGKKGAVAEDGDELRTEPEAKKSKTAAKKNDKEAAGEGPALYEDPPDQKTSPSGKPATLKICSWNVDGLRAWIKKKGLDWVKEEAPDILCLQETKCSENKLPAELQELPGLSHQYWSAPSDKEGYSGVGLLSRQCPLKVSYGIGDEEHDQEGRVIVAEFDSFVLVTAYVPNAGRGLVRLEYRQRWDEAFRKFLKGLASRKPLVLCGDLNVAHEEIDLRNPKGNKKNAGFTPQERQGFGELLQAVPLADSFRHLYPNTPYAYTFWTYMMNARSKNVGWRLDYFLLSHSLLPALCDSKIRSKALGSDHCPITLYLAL
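Endonuclease cleavage of a quenched abasic-site DNA duplex (50 nM) by APE1 (0.75 nM) was tracked by TAMRA dequenching. Compounds were preincubated with enzyme 15 min at room temperature; data normalized to buffer-only and DMSO wells plus NSC13755 control.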
POLK inh = blocks human DNA polymerase kappa activity; hit rate 0.53% among 400,000; purified Pol kappa, fluorescent DNA synthesis assay, 10 min; Q9UBT6; Potency, µM (top dose mostly 107 µM), for inactives: at the highest dose activity, negative = inhibition, most hits filed as inhibitors; also: potency is read from the fitted curve at half-maximal effect; % is scaled to controls: 0 for no effect and ±100 for the full control effect
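Inhibition of 10 nM Pol kappa is measured by a fluorescent read-out at 0 and 10 min following addition of 50 nM substrate (final), with a 15-min room-temperature compound preincubation.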
RGS4 inhibitor = human RGS4 inhibition. Transcreener GDP fluorescence polarization, RGS4-accelerated GTP hydrolysis. Potency, µM (titrated, usually from 114 µM), for inactives: at the top dose activity change, negative = inhibition, hits mostly inhibitors. hit rate 0.039% among 390,000. AID 504845; also: potency is read from the fitted curve at half-maximal effect; % is scaled to controls: 0 for no effect and ±100 for the full control effect; nearly all actives have a fitted effect of over 75% in size; some results filed as inactive show a strong effect at the top dose
Target sequence (P49798 whole entry, looked up): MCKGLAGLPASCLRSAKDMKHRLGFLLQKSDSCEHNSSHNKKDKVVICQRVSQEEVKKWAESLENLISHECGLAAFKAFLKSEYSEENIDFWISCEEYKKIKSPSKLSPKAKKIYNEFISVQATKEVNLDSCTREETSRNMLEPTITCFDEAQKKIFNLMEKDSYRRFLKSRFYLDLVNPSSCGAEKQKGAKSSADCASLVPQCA
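MLSMR compounds (23 nl, pin-transferred) preincubated 10 min at room temperature with a 500nM (2x) first reagent, then RGS4 at 900nM (2x) plus Transcreener GDP mix added; fluorescence polarization (620/688 nm) read before and after 90 min at 30 °C.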
Pol beta inh = inhibitors of human DNA polymerase beta; Pol beta primer extension/strand displacement, fluorescence kinetic; Potency, µM (doses to about 114 µM), for the others: at the top dose activity change, negative = inhibition, most hits filed as inhibitors; hit rate 1.3% among 340,000; AID 485314; also: potency is read from the fitted curve at half-maximal effect; % is scaled to controls: 0 for no effect and ±100 for the full control effect
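Pol beta (10 nM) was preincubated with compound for 15 min at room temperature. The reaction was then started with 50 nM substrate and read immediately and after a further 10 min at room temperature.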
ALOX12 inh = blocks human arachidonate 12S-lipoxygenase | hit rate 1.1% among 580,000 | purified 12hLO, xylenol orange hydroperoxide absorbance | Potency, µM (highest dose often 108 µM), without a hit: top-dose activity change, negative = inhibition, most hits filed as inhibitors; also: potency is read from the fitted curve at half-maximal effect; % is scaled to controls: 0 for no effect and ±100 for the full control effect
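Hydroperoxide product was detected by ferrous iron/xylenol orange as the 573 to 405 nm absorbance ratio. Arachidonic acid at 40 uM (final) was turned over for 30 min at room temperature by 150 nM human 12hLO, pH 7.0 Hepes buffer, after 15 min compound preincubation.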
LDHA block = inhibitors of human lactate dehydrogenase A | activity change, % (values are at about 110 or 230 µM) | P00338 | hit rate 0.15% among 480,000 | purified LDHA, NADH/diaphorase-resazurin fluorescence; hits give low values | AID 1347041; in the data active = activity change below about -30%; inconclusive = mostly about -25% to -30%;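 also: plate controls were DMSO wells for no effect and wells without enzyme for full effect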
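Resorufin fluorescence (ex540/em590), read at 0 and 20 min after diaphorase/resazurin addition, reports the NADH left after a 5 min room-temperature reaction of 2 nM human LDH5 with 0.06 mM NADH and 0.2 mM pyruvate.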
Anesthetic bind = candidate novel general anesthetic via apoferritin binding. AID 485281. hit rate 0.074% among 350,000. Potency, µM (top dose mostly 77.5 µM), for the others: top-dose activity change, negative = displacement, usual class: inhibitors. apoferritin/1-aminoanthracene competitive binding, fluorescence. P02791; also: potency is read from the fitted curve at half-maximal effect; % is scaled to controls: 0 for no effect and ±100 for the full control effect; nearly all actives have a fitted effect of over 20% in size
Target sequence (P02791 2-175 limits assumed): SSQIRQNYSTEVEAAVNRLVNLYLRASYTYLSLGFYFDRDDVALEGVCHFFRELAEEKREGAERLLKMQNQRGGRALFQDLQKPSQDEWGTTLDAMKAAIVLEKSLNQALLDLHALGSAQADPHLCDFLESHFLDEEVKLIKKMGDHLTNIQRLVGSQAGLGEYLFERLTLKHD
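10 uM apoferritin + 50% sat. 1-AMA, PBS; cpd 10 min RT; Ex380/Em535 endpoint; normalized to free probe vs complex; 4-param Hill fit; propofol titration as pos. ctrl.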
Pol eta inh = blocks human DNA polymerase eta activity; Q9Y253; recombinant Pol eta, fluorescent DNA replication assay; Potency, µM (series often up to 114 µM), without a hit: at the top dose activity change, negative = inhibition, hits mostly inhibitors; hit rate 1.2% among 390,000; also: potency is read from the fitted curve at half-maximal effect; % is scaled to controls: 0 for no effect and ±100 for the full control effect
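Fluorescent replication assay: 50 nM final substrate added after a 15 min room-temperature compound preincubation with 10 nM enzyme. Signal taken at 0 min and again at 10 min.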
ERG-DNA inh = inhibitors of human ERG Ets domain-DNA interaction; AID 624246; P11308; hit rate 0.028% among 370,000; fluorescence polarization, His-ERG Ets domain / labelled DNA; Potency, µM (doses to about 76.9 µM), without a hit: at the highest dose FP activity, negative = inhibition, actives largely listed as inhibitors; active = well fitted inhibition curve with a large enough effect in the polarisation, with a control signal flat; inconclusive = small, poorly fitted or top-dose-only effect, or effect the other way, or a change in a side signal; inactive = no such curve, though single readings can be large or run the other way; the % refers to the polarisation;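 also: polarization taken with two DNA probes labelled with fluorescein and Texas red; potency is read from the fitted curve at half-maximal effect; % of control where 0% means no effect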
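His-tagged ERG Ets domain (1 uM in the protein solution; 300mM KCl, 50mM Tris-HCl, 1mM EDTA, 1mM DTT, pH 7.5) received compound, then a probe mix of 5 nM fluorescein-DNA and 100nM Texas-615-DNA. Fluorescence polarization was read for both dyes.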
Active calls of the source: *; i = inactive; ? = inconclusive; nt = not tested or not shown; & = joins results of further samples; [ ] = dose if it differs, or a comment. Unless noted, calls follow the shape of the dose curve; as a rule, active = well fitted curve in the direction sought with a large enough effect; inconclusive = small, poorly fitted or top-dose-only effect, or another doubt; inactive = no such curve, though single readings can be large; an effect the other way counts as inactive or inconclusive.

Each structure is followed by: APEX1 inh	POLK inh	RGS4 inhibitor	Pol beta inh	ALOX12 inh	LDHA block	Anesthetic bind	Pol eta inh	ERG-DNA inh
O=c1[nH]n(-c2ccccc2)c(=O)cc1Cl
    nt	5%	12%	nt	-1%	-9	nt	-6%	-4%
CC(=O)N1C(=O)NC(c2ccccc2)=C([N+](=O)[O-])C1c1ccccc1 (stereo not given)
    8%	-13%	14%	52%	1%	-2	-14%	8%	6%
COCCCN(C(=O)Cc1ccc(S(=O)(=O)N2CCOCC2)s1)c1c(N)n(Cc2ccccc2)c(=O)[nH]c1=O
    nt	-7%	18%	nt	2%	-2	nt	-24%	12%
Cc1cc(C)c(C)c(S(=O)(=O)N2CCN(C(=O)c3cc(=O)[nH]c4ccccc34)CC2)c1C
    -3%	1%	-20%	9%	-16%	-3	?	-10%	1%
Cc1ccc(Cl)cc1N1CCN(C(=O)c2ccc(CS(=O)(=O)c3ccc(Br)cc3)o2)CC1
    nt	?	15%	6%	-19%	-4	49%[activator]	-21%	9%
COc1ccc(OCCN(C)Cc2c(O)ccc3ccccc23)cc1
    -2%	-1%	-51%	2%	?	19	-2%	-2%	3%
COc1cccc2sc3cc(NCC[C@@H]4CCCN4C)ccc3c(=O)c12
    -29%	-6%	?	nt	0%	1	nt	?	17%
COc1ccc(OCCc2nnc(N)s2)cc1
    2%	-15%	23%	14%	0%	1	-16%	-19%	2%
CN(CC(=O)NCc1ccccn1)S(=O)(=O)c1ccc(F)cc1
    8%	3%	-11%	-23%	6%	-6	-10%	-20%	-7%
Fc1cc(F)c(F)c(SCn2cc(Br)cn2)c1F
    0%	-7%	-17%	nt	-4%	-1	nt	-14%	-7%
CN(C)c1ccc(NS(=O)(=O)c2ccc(-c3csnn3)cc2)cc1
    5%	-6%	11%	4%	?	5	-3%	-16%	4%
O=C(N[C@@H](c1ccccc1)[C@@H]1C[C@H]1C(=O)O)OCc1ccccc1
    2%&6%	1%	13%	-12%	-3%	2	8%&-8%	-9%	-9%
COP1(=O)C[C@@H](O)[C@@H](O)[C@@H](COCc2ccccc2)O1 (stereo not given in full)
    -5%	-1%	-14%	23%	-10%	-4	-12%	-3%	-3%
COc1ccc(CC(=O)N/N=C(\C)c2cccnc2)cc1OC
    18%	0%	-1%	21%	443%[activator]	-3	-11%	1%	39%[activator]
CCc1ccc(-c2nc3c(c(SCc4ccccc4F)n2)Cc2c(CO)cnc(C)c2O3)cc1
    nt	-14%	-21%	-3%	1%	-10	-1%	-13%	5%

(continued)
Each structure is followed by: APEX1 inh	POLK inh	RGS4 inhibitor	Pol beta inh	ALOX12 inh	LDHA block	Anesthetic bind	Pol eta inh	ERG-DNA inh
CC1(C)CC(=O)C2=C(C1)NC1=C(C(=O)c3ccccc31)C2c1ccccc1 (stereo not given)
    -2%	-11%	?	0%	?	-3	?	?	-6%
Cc1cc(C(=O)NC2CCCN(Cc3ccccc3F)C2)no1 (stereo not given)
    20%	3%	-6%	19%	56%[activator]	0	-2%	-4%	-15%
O/N=C1\CCCC\C1=C/c1ccccc1
    6%	-7%	-14%	4%	-17%	-14	?	-14%	2%
CCOc1ccc(OCc2cccc(C(=O)O)c2)cc1
    11%	3%	-9%	-17%	?	-6	-4%	-13%	-10%
O=c1c(-c2ccccc2)c(O)c2cccc3c2n1CCC3
    13%	-5%	-21%	6%	-5%	1	-1%	0%	8%
O=C(OCc1nnc(-c2ccccc2)o1)C12CC3CC(CC(Br)(C3)C1)C2
    ?	-4%	-22%	28%	0%	-3	?	-6%	-6%
O=C(NCCN1CCCCC1)c1ccc(Oc2cc(Cl)cc(Cl)c2)o1
    4%	-10%	-2%	-10%	0%	-5	?	-6%	2%
CN(C)Cc1c(O)ccc2occ(C(O)c3ccccc3)c12 (stereo not given)
    -2%	-3%	-11%	6%	0%	0	-17%	-16%	6%
CCOc1ccc(C(=O)c2oc3ccccc3c2NC(=O)c2cc(-c3ccccc3)on2)cc1
    nt	-14%	5%	-19%	-24%	-2	12%	1%	-6%
CC1(c2nnc(-c3cccc(Cl)c3)o2)CC(c2ccc(F)cc2)=NO1 (stereo not given)
    nt	-14%	14%	nt	1%	-1	nt	-14%	3%
Cc1cc(C)n(CC(O)Cn2c3ccc(Cl)cc3c3cc(Cl)ccc32)c(=O)n1 (stereo not given)
    1%	-9%	10%	-2%	-8%	-7	?	-4%	nt
O=C(COC(=O)c1cccc(S(=O)(=O)N2CCOCC2)c1)Nc1ccc(Cl)cn1
    3%	2%	1%	nt	1%	-3	nt	-13%	11%
CCc1ccccc1NC(=O)C1CCCN(c2nccc(C)n2)C1 (stereo not given)
    7%	-3%	7%	20%	0%	-15	-1%	5%	-9%
CC(C)C(=O)O/N=C(\N)c1ccccn1
    0%	-3%	20%	15%	-3%	-6	-6%	-13%	nt
CCn1ncc(Cl)c1C(=O)Nc1cc([N+](=O)[O-])ccc1OC
    10%	-17%	6%	3%	-17%	-3	1%	-5%	2%

The final 2 records of the part above are carried over, then new ones follow:
Each structure is followed by: APEX1 inh	POLK inh	RGS4 inhibitor	Pol beta inh	ALOX12 inh	LDHA block	Anesthetic bind	Pol eta inh	ERG-DNA inh
CC(C)C(=O)O/N=C(\N)c1ccccn1
    0%	-3%	20%	15%	-3%	-6	-6%	-13%	nt
CCn1ncc(Cl)c1C(=O)Nc1cc([N+](=O)[O-])ccc1OC
    10%	-17%	6%	3%	-17%	-3	1%	-5%	2%
O=S(=O)(c1ccccc1)N1CCC(=NO)CC1
    -4%	-1%	-7%	29%	0%	-2	-3%	-20%	5%
NC(=O)C1(Nc2ccc(-c3ccccc3)cc2)CCCC1
    nt	-23%	-22%	nt	?	-2	nt	-13%	nt
Cc1nc2ncnn2c(C)c1CCC(=O)N1CCOCC1
    14%	0%	5%	24%	-15%	2	-4%	-4%	-15%
C=CCC(NCCCO)c1cccc(OC)c1OC (stereo not given)
    1%	0%	-9%[11.4 µM]	-28%	0%	-4	3%	-19%	9%
C/C(Cl)=C/Cc1c(C)[nH]c2c(ccc3ccccc32)c1=O
    1%	13%	-15%	54%	0%	-2	-2%	0%	2%
COc1ccc(CNS(=O)(=O)c2ccc(F)c(C(=O)Nc3ccccc3OC)c2)cc1
    -1%	6%	4%	-26%	0%	-4	-15%	9%	-7%
O=C(O)CCC(=O)c1ccc2c(c1)CCCC2
    2%	-1%	-16%	19%	0%	-3	-12%	-15%	8%
O=C(C1CCN(S(=O)(=O)c2cccc3nonc23)CC1)N1CCN(c2cccc(Cl)c2)CC1
    nt	-19%[60.1 µM]	6%	12%	-24%	1	-1%	-1%	1%
C=CCc1ccccc1OCC(=O)N/N=C/c1ccc(OC(C)=O)cc1OC(C)=O
    1%	-17%	-15%	31%	0%	5	-7%	-24%	-6%
O=C(Nc1ccc2nn(-c3ccccc3)nc2c1)c1ccco1
    1%	-13%	-34%	-16%	12%	-7	-18%	?	5%
NC(=S)N/N=C1/CCSc2ccc3ccccc3c21
    -2%	3%	?	0%	20µM*	-5	?	-18%	-7%
N#CCC(=O)Nc1ccc(C(=O)OCC(=O)Nc2ccc3ccccc3c2)cc1
    -19%	-18%	-48%	nt	i	-5	nt	?	1%
C/C(CC(=O)Nc1ccc2c(c1)OCCO2)=N\NC(=O)COc1ccc(Cl)c(C)c1
    17%	-4%	-7%	16%	-2%	1	-23%	-19%	4%
O=C(C1CCCO1)N1CCN(C(=S)Nc2ccccc2Cl)CC1 (stereo not given)
    3%	-3%[60.1 µM]	4%	0%	9%	-7	4%	5%	3%
COC(=O)C1=C(C)Nc2ncnn2C1c1ccc(OC(=O)c2ccccc2)cc1 (stereo not given)
    -1%	-1%	11%	3%	-8%	-3	-13%	-1%	nt

More records follow.
Each structure is followed by: APEX1 inh	POLK inh	RGS4 inhibitor	Pol beta inh	ALOX12 inh	LDHA block	Anesthetic bind	Pol eta inh	ERG-DNA inh
Nc1nc2cc(S(=O)(=O)N3CCOCC3)ccc2o1
    1%	2%	?	nt	?	-1	nt	-8%	8%
Cc1cc(NC(=O)c2ccccc2Cl)c(C(C)C)cc1O
    -3%	5%	-13%	1%	0%	-2	-8%	-4%	-4%
O=S(=O)(Nc1n[nH]c(C(F)(F)F)n1)c1ccccc1
    -5%	-5%	-2%	-14%	-6%	-2	5%	-12%	7%
O=C(N/N=C1/CCSC1)c1cc(Br)ccc1O
    10%	-7%	-14%	-2%	?	2	-8%	?	-13%
Fc1ccccc1C1c2[nH]c3ccccc3c2CCN1Cc1cccn1-c1ncccn1 (stereo not given)
    -5%	-9%	18%	-2%	-15%	-3	-5%	-15%	2%
CCN(CC)S(=O)(=O)c1ccc(N/N=C(\C)c2cccnc2)nc1
    -3%	19%	-18%	34%	0%	0	14%	-7%	7%
O=C(C1CCCN(S(=O)(=O)c2cnc[nH]2)C1)N1CCN(Cc2ccccc2)CC1 (stereo not given)
    -2%	-6%	-22%	22%	nt	-13	-4%	-12%	4%

Bioassay records: PubChem BioAssay, National Center for Advancing Translational Sciences (NCATS)

Some of the compounds tested. The share of hits here may be higher or lower than overall.
